# Assay outcomes as filed in PubChem BioAssay.
# MITF inh – inhibitors of human MITF. O75030. AlphaScreen MITF homodimerization, bead proximity signal. inhibition, % at 2.6 µM. actives 0.91% (n = 650,000). AID 1259374; in the data active = inhibition above about 50%;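 also: 0% = vehicle wells with protein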
# Target sequence (O75030 whole entry, looked up): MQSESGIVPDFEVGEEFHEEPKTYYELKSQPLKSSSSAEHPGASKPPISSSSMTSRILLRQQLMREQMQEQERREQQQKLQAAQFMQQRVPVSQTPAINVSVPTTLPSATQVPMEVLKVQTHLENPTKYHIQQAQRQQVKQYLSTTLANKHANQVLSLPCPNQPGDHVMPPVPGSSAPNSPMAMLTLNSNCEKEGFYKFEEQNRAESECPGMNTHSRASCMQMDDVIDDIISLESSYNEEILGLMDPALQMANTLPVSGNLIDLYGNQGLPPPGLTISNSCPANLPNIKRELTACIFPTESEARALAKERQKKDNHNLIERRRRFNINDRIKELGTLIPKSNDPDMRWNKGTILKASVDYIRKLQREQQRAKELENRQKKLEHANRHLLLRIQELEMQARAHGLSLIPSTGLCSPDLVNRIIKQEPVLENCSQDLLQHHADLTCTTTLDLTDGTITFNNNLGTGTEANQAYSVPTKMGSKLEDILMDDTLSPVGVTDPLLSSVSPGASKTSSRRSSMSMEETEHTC
# TEAD-YAP inh – TEAD-YAP interaction inhibition; HEK-TIYL cells, TEAD-Gal4/YAP UAS-luciferase luminescence; inhibition, % at 9.12 µM; actives 1.4% (n = 640,000); AID 1259422; in the data active = inhibition above about 32%;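 also: 0% = median of test compound wells and 100% = reference inhibitor wells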
# GPR151 ag – human GPR151 activation; Q8TDV0; PathHunter beta-arrestin GPR151 cells, luminescence; activation, % at 11.2 µM; actives 1% (n = 650,000); in the data active = activation above about 4.9%;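 also: 0% = median of compound wells and 100% = cells with positive control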
# Target sequence (Q8TDV0 whole entry, looked up): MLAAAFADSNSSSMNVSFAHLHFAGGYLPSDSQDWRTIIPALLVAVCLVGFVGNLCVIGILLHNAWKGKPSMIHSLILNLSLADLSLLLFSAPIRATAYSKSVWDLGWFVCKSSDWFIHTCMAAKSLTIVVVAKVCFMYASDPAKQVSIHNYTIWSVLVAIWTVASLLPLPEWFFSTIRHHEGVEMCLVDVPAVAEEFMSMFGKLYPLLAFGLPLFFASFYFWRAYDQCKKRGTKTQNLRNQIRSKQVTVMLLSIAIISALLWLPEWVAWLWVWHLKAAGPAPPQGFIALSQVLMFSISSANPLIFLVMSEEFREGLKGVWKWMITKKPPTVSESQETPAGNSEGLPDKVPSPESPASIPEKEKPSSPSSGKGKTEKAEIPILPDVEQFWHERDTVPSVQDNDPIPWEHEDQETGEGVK
# FBW7 act – human FBW7 E3 ligase activation, primary screen. Q969H0. AlphaScreen FBW7–phospho-cyclin E peptide binding, activator screen. normalized activity (activation), % at 26.1 µM. actives 0.13% (n = 650,000). AID 1259310; in the data active = normalized activity above about 1.9%;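 also: purified mutant Fbw7 with reduced substrate affinity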
# An asterisk follows results filed as active; & = joins results of further samples.
# The line under a structure holds: MITF inh	TEAD-YAP inh	GPR151 ag	FBW7 act
- Nn1c(=S)[nH]nc(CCC(=O)O)c1=O
→ 16.6	-4.6	1.8	0.0
- COc1ccc(OC)c(N=C(C)C2=C(O)CSC2=O)c1
→ -6.2	-3.5	0.4	0.1
- CC(=O)Nc1ccc(NS(=O)(=O)c2cc(C(C)(C)C)cc(C)c2C)cc1
→ -4.3	4.3	6.4*	-0.1
- c1ccc(Oc2ccccc2-c2cnc(NCC3CC3)c3nccn23)cc1
→ 16.4	-2.1	-0.2	-0.3
- Cc1ccc(CN(C(=O)c2csnn2)C(C(=O)NC(C)(C)C)c2cccnc2)cc1 (stereo not given)
→ -2.9	-2.0	0.3	0.1
- CC1(CC(=O)N/N=C/c2ccc(-c3ccc(C(=O)O)cc3)o2)OCCO1
→ 18.6	-6.6	1.1	0.6
- C=CCN1C(=O)/C(=C\c2ccc(Cl)cc2Cl)C(C(=O)OC)=C1C
→ -1.5	-2.7	-0.5	0.1
- O=C(O)C1OC(c2cccc(Cl)c2)=NC12CC2 (stereo not given)
→ 6.2	-7.8	0.6	0.1
- Cc1noc(C)c1C(=O)NCCc1ccc(S(N)(=O)=O)cc1
→ -27.5	-1.7	-0.6	0.2
- Cc1cccc(-n2nc([N+](=O)[O-])c(=NC3CCCCC3C)n2O)c1 (stereo not given)
→ 26.7	-1.9	-0.7	-0.6
- CCOC(=O)C1=C(C)NC2=C(C(=O)CC(C)(C)C2)C1c1ccc([N+](=O)[O-])cc1 (stereo not given)
→ 2.3&9.5	15.3&-9.4	1.1&-0.5	-0.2&-0.1
- Clc1ccc(-c2csc(N3CCOCC3)n2)c(Cl)c1
→ -0.5	-0.2	3.0	-0.4
- CC(=O)OC(C)(C)C#CCN1CCN(C)CC1
→ 10.8	-9.5	1.1	0.8
- O=C(Nc1nc2c(ccc3ccccc32)s1)c1ccc(S(=O)(=O)N2CCc3ccccc32)cc1
→ -13.2	4.8	-0.3	0.0
- C=CCN(C(=O)Cn1ncc2c1-c1ccccc1OC2)c1ccccc1
→ -6.6	-3.8	-0.2	-0.1
- Cc1cnc(NC2CCC(O)CC2)nc1NCCc1ccc(O)cc1 (stereo not given)
→ -5.3	10.1	0.4	-0.2
- CCN(CC)c1ccc2cc(C(=O)Nc3ccc(C)cc3)c(=O)oc2c1
→ 23.2	0.3	-1.2	0.3
- O=C(Nc1ccccc1)N[C@H]1C[C@H]2C(=O)N[C@@H](Cc3ccc(Cl)cc3)C(=O)N2C1
→ 16.9	-0.5	-0.8	0.0
- Cc1ccc(N2CC(C(=O)Nc3nnc(CCc4ccccc4)s3)CC2=O)cc1 (stereo not given)
→ 1.0	4.5	0.5	0.0
- CCOc1cc(C(=O)NC(=S)Nc2ccc(NC(C)=O)cc2)cc(OCC)c1OCC
→ 16.5	9.5	-1.4	0.5

# (next part)
# The line under a structure holds: MITF inh	TEAD-YAP inh	GPR151 ag	FBW7 act
- O=C(COc1ccc(Cl)cc1)Nc1c2c(nn1-c1ccc([N+](=O)[O-])cc1)CSC2
→ 6.4	-2.5	1.5	0.0
- O=C(Nc1ccc(Cl)cc1C(O)c1ccccc1)c1cnn2c1NC(c1ccccc1)CC2C(F)(F)F (stereo not given)
→ 2.2	-6.3	-1.0	-0.1
- CCOCCn1c(-c2ccccc2)nc2ccccc21
→ 1.1	3.3	-0.9	0.8
- COc1ccc(C(=O)Nc2c3c(nn2-c2ccccc2C)CS(=O)C3)c(OC)c1 (stereo not given)
→ -2.3	-6.4	-1.2	-0.2
- O=C(O)C1CCCCC1C(=O)NC1CCCC1 (stereo not given)
→ 21.4	-2.8	0.3	0.2
- O=C(CCCCl)NC1=NN(c2ccccc2)C(=O)C1
→ 20.5	-11.7	0.3	1.3
- O=C(Nc1ccc(Oc2ccccc2)cc1)C1CC(=O)n2ncnc2N1 (stereo not given)
→ 2.3	-5.1	0.7	-0.1
- COc1ccc(-c2nc(C(=O)NCc3cccnc3)cs2)cn1
→ 13.4	8.6	0.7	0.4
- Cc1cc(C)cc(NC(=O)/C=C/C(=O)O)c1
→ 28.3	0.7	-1.5	0.4
- CCOC(=O)c1sc2nc(Cc3ccccc3)nc(N3CCN(c4ccc([N+](=O)[O-])cc4)CC3)c2c1C
→ 7.2	5.1	0.7	-0.1
- O=C1CSC(c2ccc(Br)cc2)N1c1cccc(F)c1 (stereo not given)
→ 1.9	3.3	-1.3	-0.1
- COc1ccc(C(=O)Nc2ccccc2C(=O)O)cc1
→ 8.7	-8.3	-6.8	0.1
- COCC1CCCN(c2nc(CN(C)Cc3ccon3)nc3ccccc23)C1 (stereo not given)
→ 8.3	9.3	0.4	0.0
- CCN(CC)c1nc(NCCCN2CCCC2=O)nc(NC2CCC(O)CC2)n1 (stereo not given)
→ 0.2	-4.3	0.3	0.1
- O=C(NCCCN1CCOCC1)c1cccnc1SCc1ccccc1F
→ 2.5	-1.3	-0.5	0.0
- CCc1cccc(NS(=O)(=O)c2ccc(OC)cc2)c1
→ 8.5	10.1	0.0	-0.1
- Cc1cc(C(=O)CCl)c(C)n1-c1ccc2c(c1)OCCO2
→ 3.2	1.3	-0.3	-0.1
- Cc1c(NC(=O)COc2ccc(Cl)cc2C2CCCCC2)c(=O)n(-c2ccccc2)n1C
→ 8.8	18.9	3.3	-0.1
- CC(=O)Nc1ccc(CN2CCC(C3(Cc4ccccc4)NC(=O)NC3=O)CC2)s1 (stereo not given)
→ 4.8	8.5	-0.8	0.2
- O=C(O)C1C2C=CC(O2)C1C(=O)Nc1ccc(S(=O)(=O)Nc2ccccc2)cc1 (stereo not given)
→ 0.2	0.5	1.7	0.1

# As a working copy, 17 of the compounds above.
# The line under a structure holds: MITF inh	TEAD-YAP inh	GPR151 ag	FBW7 act
- COc1ccc(C(=O)Nc2c3c(nn2-c2ccccc2C)CS(=O)C3)c(OC)c1 (stereo not given)
→ -2.3	-6.4	-1.2	-0.2
- O=C(O)C1CCCCC1C(=O)NC1CCCC1 (stereo not given)
→ 21.4	-2.8	0.3	0.2
- O=C(CCCCl)NC1=NN(c2ccccc2)C(=O)C1
→ 20.5	-11.7	0.3	1.3
- O=C(Nc1ccc(Oc2ccccc2)cc1)C1CC(=O)n2ncnc2N1 (stereo not given)
→ 2.3	-5.1	0.7	-0.1
- COc1ccc(-c2nc(C(=O)NCc3cccnc3)cs2)cn1
→ 13.4	8.6	0.7	0.4
- Cc1cc(C)cc(NC(=O)/C=C/C(=O)O)c1
→ 28.3	0.7	-1.5	0.4
- CCOC(=O)c1sc2nc(Cc3ccccc3)nc(N3CCN(c4ccc([N+](=O)[O-])cc4)CC3)c2c1C
→ 7.2	5.1	0.7	-0.1
- O=C1CSC(c2ccc(Br)cc2)N1c1cccc(F)c1 (stereo not given)
→ 1.9	3.3	-1.3	-0.1
- COc1ccc(C(=O)Nc2ccccc2C(=O)O)cc1
→ 8.7	-8.3	-6.8	0.1
- COCC1CCCN(c2nc(CN(C)Cc3ccon3)nc3ccccc23)C1 (stereo not given)
→ 8.3	9.3	0.4	0.0
- CCN(CC)c1nc(NCCCN2CCCC2=O)nc(NC2CCC(O)CC2)n1 (stereo not given)
→ 0.2	-4.3	0.3	0.1
- O=C(NCCCN1CCOCC1)c1cccnc1SCc1ccccc1F
→ 2.5	-1.3	-0.5	0.0
- CCc1cccc(NS(=O)(=O)c2ccc(OC)cc2)c1
→ 8.5	10.1	0.0	-0.1
- Cc1cc(C(=O)CCl)c(C)n1-c1ccc2c(c1)OCCO2
→ 3.2	1.3	-0.3	-0.1
- Cc1c(NC(=O)COc2ccc(Cl)cc2C2CCCCC2)c(=O)n(-c2ccccc2)n1C
→ 8.8	18.9	3.3	-0.1
- CC(=O)Nc1ccc(CN2CCC(C3(Cc4ccccc4)NC(=O)NC3=O)CC2)s1 (stereo not given)
→ 4.8	8.5	-0.8	0.2
- O=C(O)C1C2C=CC(O2)C1C(=O)Nc1ccc(S(=O)(=O)Nc2ccccc2)cc1 (stereo not given)
→ 0.2	0.5	1.7	0.1

# (cont.)
# The line under a structure holds: MITF inh	TEAD-YAP inh	GPR151 ag	FBW7 act
- CCOC(=O)c1c(NC(=O)C(C)Sc2nnc(CNC(=O)Cc3ccccc3)n2-c2cccc(C)c2)sc2c1CCC2 (stereo not given)
→ -12.4	-7.0	0.3	0.1
- O=C1CCCCN1Cc1ccc(Cl)nc1
→ 7.1	-5.1	-0.4	0.1
- O=C1CSC(=Nc2ccc([N+](=O)[O-])cc2Br)N1
→ 9.6	2.2	-1.3	0.2
- CCCN(CCC)S(=O)(=O)c1ccc(OCC)c2ccccc12
→ 65.0*	7.3	-0.2	0.7
- O=C1c2ccccc2NC2CCCCCN12 (stereo not given)
→ 12.2	-0.5	-1.4	0.6
- COc1ccccc1NC(=O)COc1ccc(F)cc1
→ 2.7	-19.5	0.0	0.0
- COc1ccc(CN(C)CC(=O)NC(C)c2ccccc2)c(OC)c1 (stereo not given)
→ 32.5	2.8	0.4	-0.2
- COc1ccc(Br)cc1C(=O)Nc1cccc(C(=O)O)c1
→ 7.4	4.1	-1.5	0.0
- O=C(O)COc1cccc(/C=c2\sc3nc4ccccc4n3c2=O)c1
→ 1.2	-3.4	0.5	-0.5
- O=C(Nc1cccc(Cl)c1Cl)c1ccc(Br)o1
→ 7.2	-49.2	-1.0	0.3
- Cc1ccc(/C(O)=C2\C(=O)C(=O)N(c3nnc(C)s3)C2c2ccccc2F)cc1 (stereo not given)
→ -0.3	11.1	-0.6	-0.3
- CCOC(=O)C1=C(C)N=c2s/c(=C/c3cn(C)c4ccccc34)c(=O)n2C1c1ccc(OC)c(OC)c1 (stereo not given)
→ 2.2	-9.3	-0.6	-0.1
- COc1ccc(C2CC(=O)C3=C(C2)NC(C)=C(C#N)C3c2ccc(Cl)c(Cl)c2)cc1 (stereo not given)
→ -1.2	10.7	1.1	0.3
- COC(=O)C1=C(C)NC(C)=C(C(=O)OC)C1c1cn(-c2ccccc2)nc1-c1ccccc1
→ 0.7	-4.0	-0.9	-0.1
- CC(=O)c1cccc(-c2cncc(C(=O)NCc3nc4ccccc4[nH]3)c2)c1
→ -5.4	2.2	-0.2	0.0
- CCn1c(C(=O)N2CCC(C(=O)N3CC(C)CC(C)C3)CC2)cc2sccc21 (stereo not given)
→ 9.3	7.4	0.2	-0.2
- CSc1ccccc1NS(=O)(=O)c1ccc(Br)cc1
→ -10.7	-8.7	-0.4	0.1
- C#CCN1CCN(c2c(NC(=O)c3ccc(Br)o3)ccc(Cl)c2Cl)CC1
→ 14.9	2.6	0.4	0.1
- CCN1CCN(c2ccc(N=Cc3ccc(O)cc3O)cc2)CC1
→ 26.4	5.3	-1.7	-0.2
- CCC(C)C(NCc1c(O)ccc2c(C)cc(=O)oc12)C(=O)O (stereo not given)
→ 18.7	4.5	0.2	0.0

# The listing continues.
SMILES | MITF inh | TEAD-YAP inh | GPR151 ag | FBW7 act
CCNc1nc(-c2cc(C)ccc2C)c(C)s1 | 2.9 | 10.6 | -1.7 | 0.0
Cc1ccc(NC(=O)c2ccc(-c3ccc(Cl)cc3)o2)cc1-c1nc2ncccc2o1 | 14.2 | -5.0 | 3.1 | -0.1
Cc1ccnc(SCCn2c(N3CCN(C)CC3)nc3c2c(=O)n(C)c(=O)n3C)n1 | -4.3 | 3.8 | -0.1 | 0.0
COCCn1c(C)cc(C(=O)COC(=O)/C=C/c2ccc(OC)cc2OC)c1C | 1.0 | 2.9 | 0.6 | -0.2
COc1cc(Nc2nc(NCCCN3CCCC3=O)c3ncn(CCN4CCCC4=O)c3n2)cc(OC)c1OC | 3.9 | -0.4 | 6.5* | -0.2
CC[C@@H]1NC(=O)[C@@H]2C[C@H](NC(=O)Oc3ccc(F)cc3)CN2C1=O | 4.2 | -3.1 | 0.7 | -0.1
COc1cc(Nc2ccnc(Nc3ccncc3)n2)cc(OC)c1OC | 3.2 | 3.9 | 1.6 | 0.0
O=C(NCc1cccnc1)c1cc([N+](=O)[O-])cc([N+](=O)[O-])c1 | 11.0 | 1.6 | -1.6 | 0.4
COC(=O)c1ccccc1NC(=O)c1ccc(F)cc1 | -14.5&0.3 | 9.2 | -0.6&-1.6 | 0.0&0.0
CCC(=O)N(C)C(Cc1ccc(F)cc1F)C1CCN(C(=O)[C@@H]2CCCN2C(C)=O)CC1 (stereo not given in full) | 7.7 | 2.2 | 1.7 | 0.1
O=C(NC1CCCC1)c1ccc(Cl)cc1[N+](=O)[O-] | 0.6 | 1.7 | 0.1 | -0.2
O=C(Nc1cccc(OC(F)(F)F)c1)c1cccnc1 | 13.1 | -8.0 | -0.1 | -0.1
Cc1cc(Br)ccc1NC(=O)c1n[nH]c(=O)c2ccccc12 | 9.7 | -8.3 | -0.4 | 0.1

# Some of the entries so far, field by field.
CCNc1nc(-c2cc(C)ccc2C)c(C)s1
- MITF inh = 2.9
- TEAD-YAP inh = 10.6
- GPR151 ag = -1.7
- FBW7 act = 0.0

Cc1ccc(NC(=O)c2ccc(-c3ccc(Cl)cc3)o2)cc1-c1nc2ncccc2o1
- MITF inh = 14.2
- TEAD-YAP inh = -5.0
- GPR151 ag = 3.1
- FBW7 act = -0.1

Cc1ccnc(SCCn2c(N3CCN(C)CC3)nc3c2c(=O)n(C)c(=O)n3C)n1
- MITF inh = -4.3
- TEAD-YAP inh = 3.8
- GPR151 ag = -0.1
- FBW7 act = 0.0
